Compound activity from PubChem.
MC4R antag cAMP = human MC4R antagonism in cAMP assay | 360,000 compounds, 0.48% hits | AID 540295 | MC4R-expressing cells, MTII-stimulated cAMP, LANCE TR-FRET | inhibition, % at 6.5 µM;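 active = inhibition above its plate's cutoff, the mean of tested wells on that plate plus 3 SD, cut at about 29% in these data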;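 note: 0% = Melanotan II alone and 100% = Melanotan II plus saturating MCL0020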
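Assay system: U2OS cells stably expressing human melanocortin 4 receptor (MC4R) / Dosing: 6.5 µM / Timing: compound 30 min, challenge 1 h, detection 1 h / Measured by: Eu-cAMP/anti-cAMP TR-FRET, emission 671 nm / Replicates: singlicate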
ABHD5-PLIN5 inh = inhibitors of human ABHD5-perilipin-5 interaction; 360,000 compounds, 0.78% hits; Split G. princeps luciferase complementation, luminescence, 4 h; inhibition, % at 4 µM; Q00G26+Q8WTS1; AID 602281;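 active = inhibition above the mean inhibition across every tested compound plus 3 SD, cut at about 22% in these data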;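 note: 0% = DMSO only wells and the 100% control is not disclosed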
Target sequence (Q00G26 whole entry, looked up): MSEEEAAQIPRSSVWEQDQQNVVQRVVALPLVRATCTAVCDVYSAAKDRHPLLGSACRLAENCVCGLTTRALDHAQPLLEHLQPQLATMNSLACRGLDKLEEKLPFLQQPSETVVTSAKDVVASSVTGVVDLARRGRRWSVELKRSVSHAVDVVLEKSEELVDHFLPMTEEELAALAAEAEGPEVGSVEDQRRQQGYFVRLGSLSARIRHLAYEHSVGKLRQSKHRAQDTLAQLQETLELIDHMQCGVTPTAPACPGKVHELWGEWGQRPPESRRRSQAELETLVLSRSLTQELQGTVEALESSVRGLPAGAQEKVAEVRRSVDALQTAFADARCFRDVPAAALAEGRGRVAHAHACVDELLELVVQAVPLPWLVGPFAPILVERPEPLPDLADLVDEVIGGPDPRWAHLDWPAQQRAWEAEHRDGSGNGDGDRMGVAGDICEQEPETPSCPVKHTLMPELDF
Target sequence (Q8WTS1 whole entry, looked up): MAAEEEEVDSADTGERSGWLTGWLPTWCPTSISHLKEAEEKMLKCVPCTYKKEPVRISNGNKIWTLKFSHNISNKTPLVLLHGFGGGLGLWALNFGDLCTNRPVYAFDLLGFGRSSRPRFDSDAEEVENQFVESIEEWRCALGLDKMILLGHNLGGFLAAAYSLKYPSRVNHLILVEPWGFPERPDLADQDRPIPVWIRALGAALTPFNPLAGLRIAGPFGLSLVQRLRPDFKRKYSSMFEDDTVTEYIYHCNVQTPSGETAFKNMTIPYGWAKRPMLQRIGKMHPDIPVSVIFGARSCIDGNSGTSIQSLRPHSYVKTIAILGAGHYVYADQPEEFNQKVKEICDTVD
MC4R barr agon = activates human MC4R beta-arrestin recruitment; U2OS MC4R beta-arrestin complementation, luminescence; percent of melanotan II response, DMSO zero; activation, % at 8.9 µM; P32245; 360,000 compounds, 0.98% hits; AID 540308;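 active = activation above a per-plate cutoff, the mean activation of sample wells on that plate plus 3 SD, cut at about 8% in these data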
Granule exo inh = blocks lytic granule exocytosis; inhibition, % at 10 µM; AID 651702; 360,000 compounds, 0.66% hits; TALL-104 LAMP-1 surface exposure, flow cytometry; cells stimulated with thapsigargin and PMA;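 active = inhibition above about 55%, limit read from the data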
iPSC survival up = hiPSC single-cell survival enhancement. 360,000 compounds, 0.044% hits. AID 602274. survival enhancement, % at 20 µM. ATPlite luminescence; 100% = ROCK inhibitor wells, 0% = DMSO; in the data active = survival enhancement above about 18%;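 note: cells exposed to compounds for 16 hours before the ATP read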
HTR2A ag = mouse HTR2A agonism via beta-arrestin recruitment; P35363; CHO-K1 mHTR2A beta-arrestin complementation, luminescence; percent of 30 µM serotonin response; activation, % at 7.6 µM; 360,000 compounds, 0.66% hits; AID 624169;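 active = activation above a run cutoff, the mean activation of all tested compounds plus 3 SD, cut at about 14% in these data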;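 note: 0% = plate median of compound wells and 100% = 30 µM serotonin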
N-glyco inh = blocks N-linked glycosylation in D54 reporter cells; 360,000 compounds, 0.23% hits; D54 ERlucT glycosylation luciferase reporter, 24 h; percent of 100 nM tunicamycin response; AID 588692; reporter increase, % at 12.5 µM;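 active = mean luciferase reporter signal, scaled so untreated is 0 and the glycosylation-blocking control 100, at or above a set limit in every replicate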;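 note: luciferase carries N-glycosylation sites so blocking glycosylation raises the light; 0% = median of neutral control wells and 100% = median of 100 nM tunicamycin wells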
ABCB6 inh MLPCN = blocks the human ABCB6 transporter | Q9NP58 | K562-ABCB6 porphyrin accumulation, flow cytometry, 1 h; hits give low values | fluorescence ratio to DMSO, % at 10 µM | 360,000 compounds, 0.19% hits;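 active = fluorescence ratio to DMSO below 75%, the collection mean minus 3 SD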;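 note: signal is porphyrin accumulated inside mitochondria; 100% equals median channel fluorescence of DMSO control wells; lower ratio means ABCB6 inhibition with less porphyrin fluorescence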
aDG glyco act = increases alpha dystroglycan glycosylation; AID 624168; Pro5-aDG cells, alpha-DG glycosylation AlphaScreen (IIH6); 0% Pro5, 100% B10-LARGE cell signal; 360,000 compounds, 0.22% hits; activation, % at 10 µM;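 active = activation of at least 8% versus controls, or a plate z-score of at least 8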;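 note: Pro5 are CHO cells carrying HIG-tagged alpha-DG that lacks glycosylation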
H9c2 protect = protects H9c2 cardiomyocytes from peroxide injury | H2O2 injury protection, ATPLite, 2 h | AID 588492 | protection from H2O2 cell death, % at 20 µM | 360,000 compounds, 0.63% hits;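 active = compounds giving at least 50% protection of heart cells from peroxide-induced death in the single-dose screen, raw or plate-pattern-corrected value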;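 note: 0% = DMSO wells with peroxide and 100% = DMSO wells without peroxide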
The depositor's hits bear a star; nt = no result given.

SMILES | MC4R antag cAMP | ABHD5-PLIN5 inh | MC4R barr agon | Granule exo inh | iPSC survival up | HTR2A ag | N-glyco inh | ABCB6 inh MLPCN | aDG glyco act | H9c2 protect
CCOC(=O)C1=C(COC(=O)C2CC(=O)N(CCc3ccccc3)C2)NC(=O)NC1C (stereo not drawn) | 4 | 6 | 0.7 | 4 | -0.4 | 7 | 1 | 94 | -0.1 | 6
CN(C)c1ccc(N/C=C/C(=O)c2ccco2)cc1 | -16 | -9 | -1.8 | 0 | -5.9 | 0 | -16 | 92 | -0.2 | -38
C=CCNc1nc(Cl)nc(Nc2cc(Cl)ccc2OC)n1 | 22 | 2 | 8.8* | -5 | 0.2 | 4 | -2 | 101 | -0.1 | -5
Cc1ccc(S(=O)(=O)N(C)C)cc1NC(=O)CN1C(=O)NC2(CCCc3ccccc32)C1=O (stereo not drawn) | 6 | 5 | -0.4 | 6 | 0.9 | -2 | -1 | 90 | -0.2 | 8
O=C(CCC(=O)N1CCOCC1)c1ccc(F)cc1 | 7 | 3 | -1.1 | 6 | -0.1 | 1 | 0 | 96 | -0.1 | 2
Cc1cc(Cl)ccc1NC(=O)/C=N/O | 7 | 0 | -2.1 | -3 | 0.2 | 0 | 1 | 98 | 0.1 | 2
COc1cccc(CNC(=O)C2CCCN(c3nn4c(=O)cc(C)nc4s3)C2)c1 (stereo not drawn) | -1 | 6 | -0.9 | 0 | 1.7 | 0 | 0 | 98 | 0.0 | -7
O=C(CN(Cc1ccccc1F)C(=O)c1ccco1)NCc1ccc(F)cc1 | 7 | -4 | -2.4 | 4 | 2.0 | 0 | -1 | 98 | 0.0 | -4
Cc1ccccc1Nc1nc(N)nc(COC(=O)c2ccco2)n1 | 9 | 3 | 1.0 | 3 | -3.4 | -5 | 1 | 102 | 3.8* | 0
Cn1c(SCC(=O)NC2CC2)nnc1-c1ccco1 | -2 | -1 | 1.4 | 1 | -1.4 | 2 | 2 | 96 | -0.2 | -3
CCN1CCN(S(=O)(=O)c2ccc(Cl)c(C(=O)NC(C)c3ccccc3Cl)c2)CC1 (stereo not drawn) | 6 | 11 | 0.8 | 2 | -0.4 | -1 | -3 | 93 | 0.3 | 0
CC(=O)c1nn(-c2cccc(Br)c2)cc1C(=O)c1ccccc1 | 1 | 1 | 9.4* | 7 | 1.8 | -4 | 0 | 87 | -0.3 | -3
CCOc1ccc(N=Cc2ccc([N+](=O)[O-])cc2)c(O)c1 | -12 | -12 | 0.4 | 12 | -2.2 | -2 | 6 | 102 | 5.9* | -20
Cc1n[nH]c(C)c1CCNC(=O)C1CCC(=O)N(Cc2ccccc2F)C1 (stereo not drawn) | 7 | -3 | -3.0 | 19 | -0.5 | 0 | 4 | 95 | -0.4 | 3
CC(=O)Nc1ccc(S(=O)(=O)N(C)CC(=O)OCC(=O)N(C)c2ccccc2)cc1 | 14 | 2 | -0.7 | -4 | -0.1 | 7 | 1 | 94 | 0.0 | 9
COc1ccc(-c2nc(CS(=O)CC(=O)NCc3ccccn3)c(C)o2)cc1 (stereo not drawn) | 7 | -1 | 1.7 | -1 | 9.3 | -4 | 3 | 129 | 0.1 | -2
C[C@H](CO)N1C[C@H](C)[C@@H](CN(C)C(=O)c2ccc3ccn(C)c3c2)OCc2cnnn2CCCC1=O | -2 | -1 | -1.3 | 0 | 0.7 | 0 | 2 | 93 | -0.1 | -5
CCOC(=O)C1=CC[C@@H](c2ccc([N+](=O)[O-])cc2)N(S(=O)(=O)c2ccc(C)cc2)[C@H]1c1ccccc1 | nt | 8 | nt | -4 | -0.9 | 4 | -7 | 101 | 0.0 | -3
NC(Cc1cnc[nH]1)c1csc(Nc2ccc(C(F)(F)F)cn2)n1 (stereo not drawn) | 3 | 0 | -1.3 | -6 | 5.4 | 2 | -2 | 96 | -0.2 | 8
CC(C)OC(=O)c1c(NC(=O)c2cnn3c2NC(c2ccccc2)CC3C(F)(F)F)sc2c1CCCC2 (stereo not drawn) | 5 | -1 | -3.2 | 0 | 5.5 | 0 | 2 | 87 | -0.2 | 9
CCOc1ccc2c(c1)C(C)=CC(C)(C)N2S(=O)(=O)c1ccc(F)cc1 | 3 | 3 | 4.1 | 23 | -0.7 | -2 | 9 | 98 | -0.2 | -2
O=C(NC(=O)c1ccccc1Cl)C(=O)Nc1ccc(Cl)cc1 | 9 | -4 | -4.3 | -11 | -0.4 | -1 | 1 | 104 | -0.4 | 3
CC1(C)CC(=O)c2sc(NC(=O)CCS(=O)(=O)c3ccccc3)nc2C1 | -7 | 4 | -2.5 | 2 | 0.8 | 9 | -16 | 98 | 0.6 | -7
COC(=O)c1cc(NC(=O)CN(c2cccc(OC)c2)S(=O)(=O)c2ccccc2)ccc1Cl | 16 | -2 | 0.7 | 9 | -1.4 | -7 | -4 | 104 | 0.3 | 9
CCOC(=O)C1=C(C)NC(=O)C(C#N)C1c1ccco1 (stereo not drawn) | -1 | 0 | -0.1 | 1 | 3.3 | -4 | 1 | 104 | -0.2 | 22
Following part
SMILES | MC4R antag cAMP | ABHD5-PLIN5 inh | MC4R barr agon | Granule exo inh | iPSC survival up | HTR2A ag | N-glyco inh | ABCB6 inh MLPCN | aDG glyco act | H9c2 protect
Nc1nc(SCC(=O)Nc2ccc(Br)cc2Br)n[nH]1 | 0 | 0 | -1.9 | 5 | -0.9 | 0 | 1 | 100 | 0.1 | -4
CC(Oc1coc(CN2CCN(C(=O)c3ccco3)CC2)cc1=O)c1ccccc1 (stereo not drawn) | 4 | 0 | -2.1 | 0 | -0.5 | -6 | 3 | 98 | 0.7 | -2
Cc1ccc(C(=O)Nc2ccc3c(c2)OCO3)cc1S(=O)(=O)N1CCCC1 | 8 | -1 | -2.3 | -2 | -0.5 | 1 | -2 | 99 | 0.6 | -9
CS(=O)(=O)c1ccc(Cl)c(NC(=O)CN2CCN(S(=O)(=O)/C=C/c3ccccc3)CC2)c1 | 10 | 5 | -0.2 | -6 | -0.5 | -5 | 0 | 97 | -0.5 | 2
C=CCNC(=O)/C(=C\c1ccc2c(c1)OCO2)NC(=O)c1ccc(Br)cc1 | -1 | 0 | -0.5 | 0 | 1.9 | 3 | 1 | 106 | 0.0 | 4
Cc1nc(-c2c(C(=O)NNC(=O)Nc3c(C)cccc3C)noc2C)cs1 | 4 | 1 | -2.5 | 0 | -0.2 | 2 | 0 | 99 | 0.0 | 1
COc1ccc(C[C@H]2CN3C(=NC[C@H]3Cc3ccccc3)N2CCNC(=O)CCC2CCCCC2)cc1 | 6 | 17 | 1.9 | 10 | -4.6 | 1 | -1 | 96 | 0.7 | -26
CC1(C)CC(=O)C2=C(C1)OC(=O)C2(NC(=O)c1cccs1)C(F)(F)F (stereo not drawn) | 6 | 5 | -2.5 | 2 | 2.0 | -1 | 2 | 94 | 0.0 | 6
Cc1nn(C)c(C)c1NC(=O)c1ccc(Br)o1 | -2 | -3 | -1.6 | -7 | 0.8 | 5 | 1 | 98 | 0.2 | 0
Cc1nn(-c2ccccc2)c(Cl)c1/C=N/NC(=O)c1cccc(S(=O)(=O)N2CCCC2)c1 | -1 | -4 | -0.1 | -3 | -1.3 | 3 | -1 | 96 | 0.9 | -4
O=C(Nc1ccccc1-c1nnn(CC(=O)N2CCN(c3ccccc3)CC2)n1)c1cccs1 | 2 | -2 | -2.0 | -3 | -0.3 | -2 | -1 | 91 | -0.5 | 0
Cc1ccc(S(=O)(=O)N2CCOCC2)cc1NC(=O)CNCc1cccnc1 | 0 | 15 | 1.8 | 25 | -0.3 | 28* | 2 | 98 | 0.0 | -5
Cc1nc(NC(=O)c2ccco2)sc1-c1csc(Nc2ccc(Cl)cc2Cl)n1 | 27 | -16 | 8.5* | -5 | 5.5 | -4 | 5 | 103 | 0.7 | -17
CCOc1ccc(N(CC(=O)O)S(=O)(=O)c2cccnc2)cc1 | 0 | -2 | -1.5 | 0 | -0.9 | 2 | 0 | 101 | -0.1 | 12
COc1ccc(CC(=O)NCCS(=O)(=O)N2CCN(c3ccccc3)CC2)cc1 | 13 | -1 | -0.8 | 4 | -0.3 | -1 | 0 | 97 | -0.1 | -2
CC(=O)N1CCc2cc(S(=O)(=O)NC(Cc3ccccc3)C(=O)Nc3cc(C)ccn3)ccc21 (stereo not drawn) | 2 | 6 | -2.4 | -1 | -2.1 | -4 | 9 | 103 | 0.2 | 8
Cc1ccc(CCN2CC(C(=O)NC3CCCCC3)CC2=O)cc1 (stereo not drawn) | 4 | 3 | -0.2 | -5 | 0.1 | -3 | 1 | 105 | 0.4 | -1
COc1ccc(CC(=O)NNC(=O)c2cc(C)[nH]n2)cc1 | 0 | 7 | -0.7 | -1 | -0.4 | 1 | 1 | 98 | 0.4 | -2
CC1=C(C(=O)N(C(C)C)C(C)C)CC(CC(=O)NCc2ccco2)C(=O)N1CCCN1CCCC1=O (stereo not drawn) | nt | 5 | nt | -4 | 4.7 | 3 | 2 | 98 | 0.1 | 2
COc1cccc(OC)c1C(=O)Nc1ccc2c(c1)CCCN2S(=O)(=O)c1ccc(C)cc1 | -3 | 7 | -2.0 | -2 | 1.4 | 5 | -2 | 95 | -0.3 | -2
Cc1ccc(C(C)NC(=S)NCc2ccc(F)cc2)cc1C (stereo not drawn) | 14 | -6 | 1.0 | 0 | -0.5 | 3 | -7 | 89 | 0.1 | -10

Five compounds picked at random from the list so far, as already listed:
SMILES | MC4R antag cAMP | ABHD5-PLIN5 inh | MC4R barr agon | Granule exo inh | iPSC survival up | HTR2A ag | N-glyco inh | ABCB6 inh MLPCN | aDG glyco act | H9c2 protect
C=CCNC(=O)/C(=C\c1ccc2c(c1)OCO2)NC(=O)c1ccc(Br)cc1 | -1 | 0 | -0.5 | 0 | 1.9 | 3 | 1 | 106 | 0.0 | 4
Cc1nc(-c2c(C(=O)NNC(=O)Nc3c(C)cccc3C)noc2C)cs1 | 4 | 1 | -2.5 | 0 | -0.2 | 2 | 0 | 99 | 0.0 | 1
CC1(C)CC(=O)C2=C(C1)OC(=O)C2(NC(=O)c1cccs1)C(F)(F)F (stereo not drawn) | 6 | 5 | -2.5 | 2 | 2.0 | -1 | 2 | 94 | 0.0 | 6
Cc1nn(-c2ccccc2)c(Cl)c1/C=N/NC(=O)c1cccc(S(=O)(=O)N2CCCC2)c1 | -1 | -4 | -0.1 | -3 | -1.3 | 3 | -1 | 96 | 0.9 | -4
Cc1ccc(S(=O)(=O)N2CCOCC2)cc1NC(=O)CNCc1cccnc1 | 0 | 15 | 1.8 | 25 | -0.3 | 28* | 2 | 98 | 0.0 | -5

Rewritten with values under each structure: three of the compounds above.
Values run as follows: MC4R antag cAMP	ABHD5-PLIN5 inh	MC4R barr agon	Granule exo inh	iPSC survival up	HTR2A ag	N-glyco inh	ABCB6 inh MLPCN	aDG glyco act	H9c2 protect
COc1ccc(CC(=O)NNC(=O)c2cc(C)[nH]n2)cc1
 : 0	7	-0.7	-1	-0.4	1	1	98	0.4	-2
CC1=C(C(=O)N(C(C)C)C(C)C)CC(CC(=O)NCc2ccco2)C(=O)N1CCCN1CCCC1=O (stereo not drawn)
 : nt	5	nt	-4	4.7	3	2	98	0.1	2
COc1cccc(OC)c1C(=O)Nc1ccc2c(c1)CCCN2S(=O)(=O)c1ccc(C)cc1
 : -3	7	-2.0	-2	1.4	5	-2	95	-0.3	-2

Not a hit list; about 4.5% have a hit in one of these screens.
